PrPC surface inh: inhibitors of human cell surface prion protein PrPC. inhibition, % at 13.8 µM. actives 0.43% (n = 370,000). TR-FRET read-out. AID 720596. P04156; in the data active means inhibition above about 24%; further: 0% = median of the test wells and 100% = reference compound wells
Vc quorum ag: induces V. cholerae light production without autoinducers; V. cholerae BH1578 lux reporter, luminescence, 6 h; activation, % at 18.7 µM; actives 0.16% (n = 350,000); in the data active means activation mostly above about 9.7%, no sharp cut-off; further: not every result past the cut was called active; inactives centre near 0; reference of the scale not given here
TcdB GH inh: TcdB glycohydrolase inhibition; P18177; actives 0.24% (n = 350,000); AID 652162; TcdB glycohydrolase enzymatic assay, plate reader; inhibition, % at 9.99 µM; in the data active means inhibition above about 10%
Target sequence (P18177 whole entry, looked up): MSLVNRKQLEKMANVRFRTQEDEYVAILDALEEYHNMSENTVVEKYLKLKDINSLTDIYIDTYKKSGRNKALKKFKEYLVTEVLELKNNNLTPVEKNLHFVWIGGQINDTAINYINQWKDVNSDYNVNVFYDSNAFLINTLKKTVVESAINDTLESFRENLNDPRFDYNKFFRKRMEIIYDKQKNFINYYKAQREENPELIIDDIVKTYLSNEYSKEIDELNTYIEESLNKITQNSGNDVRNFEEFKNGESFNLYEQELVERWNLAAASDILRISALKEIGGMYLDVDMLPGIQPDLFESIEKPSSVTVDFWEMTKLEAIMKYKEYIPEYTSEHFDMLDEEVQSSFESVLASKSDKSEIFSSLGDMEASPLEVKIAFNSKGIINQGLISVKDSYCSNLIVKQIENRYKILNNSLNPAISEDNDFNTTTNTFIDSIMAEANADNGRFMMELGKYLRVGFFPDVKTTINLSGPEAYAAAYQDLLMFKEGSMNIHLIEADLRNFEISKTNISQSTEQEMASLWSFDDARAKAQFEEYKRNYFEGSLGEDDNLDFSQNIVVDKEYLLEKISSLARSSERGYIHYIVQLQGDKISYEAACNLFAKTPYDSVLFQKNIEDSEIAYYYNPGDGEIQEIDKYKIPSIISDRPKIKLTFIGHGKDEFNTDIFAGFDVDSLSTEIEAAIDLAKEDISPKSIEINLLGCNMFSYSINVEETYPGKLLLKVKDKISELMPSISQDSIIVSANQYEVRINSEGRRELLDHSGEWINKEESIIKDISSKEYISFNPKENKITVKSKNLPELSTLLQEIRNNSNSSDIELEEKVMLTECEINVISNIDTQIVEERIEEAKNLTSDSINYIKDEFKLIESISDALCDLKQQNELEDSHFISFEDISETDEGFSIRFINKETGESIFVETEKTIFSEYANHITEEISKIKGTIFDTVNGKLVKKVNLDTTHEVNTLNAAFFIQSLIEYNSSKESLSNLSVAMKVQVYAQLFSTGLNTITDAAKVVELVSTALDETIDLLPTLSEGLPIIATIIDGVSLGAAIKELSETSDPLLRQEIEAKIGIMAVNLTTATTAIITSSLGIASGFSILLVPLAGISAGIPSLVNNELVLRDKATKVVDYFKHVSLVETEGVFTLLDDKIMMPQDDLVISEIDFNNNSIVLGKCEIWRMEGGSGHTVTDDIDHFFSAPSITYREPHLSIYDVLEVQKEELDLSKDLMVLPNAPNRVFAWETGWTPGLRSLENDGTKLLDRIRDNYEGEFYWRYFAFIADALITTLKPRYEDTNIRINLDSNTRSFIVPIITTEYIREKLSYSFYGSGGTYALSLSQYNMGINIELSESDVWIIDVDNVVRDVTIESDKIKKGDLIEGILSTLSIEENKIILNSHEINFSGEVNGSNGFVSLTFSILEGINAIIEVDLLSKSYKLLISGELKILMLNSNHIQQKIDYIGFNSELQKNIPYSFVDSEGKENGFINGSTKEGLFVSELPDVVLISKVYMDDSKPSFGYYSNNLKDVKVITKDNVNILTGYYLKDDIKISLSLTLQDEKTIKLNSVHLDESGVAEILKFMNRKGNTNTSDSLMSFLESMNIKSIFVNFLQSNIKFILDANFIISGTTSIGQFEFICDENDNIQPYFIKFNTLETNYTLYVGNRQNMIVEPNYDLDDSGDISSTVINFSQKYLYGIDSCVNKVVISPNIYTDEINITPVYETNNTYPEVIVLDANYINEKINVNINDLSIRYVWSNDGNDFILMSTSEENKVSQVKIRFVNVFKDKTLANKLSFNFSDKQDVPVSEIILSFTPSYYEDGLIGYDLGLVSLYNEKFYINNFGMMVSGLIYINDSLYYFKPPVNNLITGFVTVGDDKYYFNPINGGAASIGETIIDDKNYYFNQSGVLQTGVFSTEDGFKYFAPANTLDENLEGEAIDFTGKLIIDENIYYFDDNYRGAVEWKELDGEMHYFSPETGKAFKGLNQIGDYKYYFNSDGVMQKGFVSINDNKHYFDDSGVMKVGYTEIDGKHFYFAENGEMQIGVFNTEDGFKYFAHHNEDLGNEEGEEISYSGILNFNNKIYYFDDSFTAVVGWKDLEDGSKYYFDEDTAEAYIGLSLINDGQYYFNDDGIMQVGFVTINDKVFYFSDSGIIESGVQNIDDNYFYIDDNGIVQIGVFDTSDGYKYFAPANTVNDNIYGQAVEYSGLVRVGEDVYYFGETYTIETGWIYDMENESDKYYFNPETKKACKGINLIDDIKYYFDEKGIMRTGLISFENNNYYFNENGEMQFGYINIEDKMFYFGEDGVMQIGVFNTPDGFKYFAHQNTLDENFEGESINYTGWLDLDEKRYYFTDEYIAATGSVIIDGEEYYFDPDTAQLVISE
PriA SSB inh: inhibitors of Klebsiella pneumoniae PriA binding to SSB C-terminal tail; AlphaScreen SSBct-PriA binding, biotinylated peptide; inhibition, % at 33 µM; actives 0.6% (n = 430,000); AID 1272365; in the data active means inhibition mostly above about 37%, no sharp cut-off; inactive means mostly below about 20%;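 further: plate controls were negative control peptide for no effect and reference peptide for full effect; strong numbers were not always called active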
Y pestis TopoI: blocks Yersinia pestis topoisomerase I activity. Y. pestis Topo-I cleavage product accumulation, plate reader. activity, % at 10 µM. actives 0.064% (n = 360,000); in the data active means activity above about 50%, passing the limit was not always enough; further: inactives centre near 2
MazF activator: increases E. coli MazEF RNase cleavage of RNA; P0AE70; FAM/BHQ RNA-DNA oligo cleavage fluorescence, 5 h; activation, % at 20 µM; actives 0.32% (n = 350,000); AID 504720; in the data active means activation above about 50%
Rv3671c inh: inhibitors of M. tuberculosis serine protease Rv3671c | inhibition, % at 5.96 µM | actives 0.048% (n = 320,000) | AID 2606; in the data active means inhibition above about 38%;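 further: extracellular domain of Rv3671c used as enzyme; 0% = enzyme with DMSO and 100% = no enzyme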
3CLpro inhibitor: SARS-CoV 3CLpro protease inhibition. actives 0.14% (n = 290,000). inhibition, % at 6 µM. recombinant SARS-CoV 3CLpro, quenched FRET peptide cleavage. P0C6X7; in the data active means inhibition above about 12%
CCHFV vOTU inh: blocks the CCHF virus ovarian tumor domain protease; CCHFV vOTU protease, Pep-AMC fluorescence; inhibition, % at 11.5 µM; actives 0.55% (n = 370,000); in the data active means inhibition above about 30%; further: 0% = vehicle wells with enzyme and 100% = no enzyme wells
VHR inh abs: DUSP3 (human) phosphatase inhibition. P51452. actives 0.52% (n = 290,000). AID 1654. recombinant VHR phosphatase, pNPP absorbance. inhibition, % at 13.3 µM; in the data active means inhibition above about 50%; further: some compounds called inactive have numbers as strong as hits
Active calls of the source: *; i = inactive; . = no result given; & = joins results of further samples. This is a subset; rates above refer to the full screens.

Short forms – A = PrPC surface inh; B = Vc quorum ag; C = TcdB GH inh; D = PriA SSB inh; E = Y pestis TopoI; F = MazF activator; G = Rv3671c inh; H = 3CLpro inhibitor; I = CCHFV vOTU inh; J = VHR inh abs
1) C[C@]12CC[C@H](O)CC1=CCC1C2CC[C@@]2(C)C1CC[C@@H]2NC(=O)[C@@H](N)CO (some centres not stated)
  A: 2.9 | B: . | C: -0.2 | D: -0.7 | E: 6.0 | F: -4.8 | G: . | H: . | I: -11.6 | J: .

2) Cc1nn(Cc2c(F)c(F)c(F)c(F)c2F)c(C)c1NC(=O)c1ccc(COc2ccc(F)cc2)o1
  A: 2.9 | B: -5.0 | C: . | D: -22.6 | E: 18.2 | F: 2.1 | G: -3.8 | H: 5.8 | I: 20.2 | J: 23.1

3) COc1ccccc1N1CCN(C(=O)c2ccc(Cn3c(=S)[nH]c4cc5c(cc4c3=O)OCO5)cc2)CC1
  A: -1.7 | B: -0.4 | C: -0.1 | D: -6.7 | E: 10.2 | F: -9.4 | G: 1.4 | H: 0.1 | I: 10.9 | J: 20.6

4) CCOC(=O)c1cc(NC(=O)c2ccccc2)c(=O)n2c1oc1ccccc12
  A: 5.2 | B: -0.3 | C: -0.5 | D: -5.6 | E: 4.5 | F: -21.3 | G: 3.4 | H: -3.7 | I: 7.8 | J: 2.7

5) N=C1CCC(=N)c2c1c(O)c1ccccc1c2O
  A: . | B: 0.4 | C: . | D: 73.8* | E: 12.3 | F: -65.8 | G: -17.2 | H: 7.1 | I: . | J: -0.7

6) CC(C)Cc1nc2oc3c(=O)[nH]cnc3c2c2c1CCCC2
  A: 0.9 | B: -0.4 | C: . | D: -9.5 | E: 0.8 | F: 2.0 | G: 3.0 | H: -8.1 | I: -1.8 | J: 2.9

7) COc1cc2ccccc2cc1C(=O)Nc1nc(C)c(C(C)=O)s1
  A: . | B: -0.2 | C: . | D: -14.4 | E: -4.3 | F: -45.4 | G: 8.0 | H: -5.3 | I: . | J: 17.3

8) N#Cc1ccsc1NC(=O)CSc1nnc(-c2ccccc2)o1
  A: 8.8 | B: i | C: . | D: 13.6 | E: 32.0 | F: -0.3 | G: -8.0 | H: 1.3 | I: 9.5 | J: 14.6

9) CCOc1ccc2ncc(S(=O)(=O)c3ccccc3)c(N3CCC4(CC3)OCCO4)c2c1
  A: -1.3 | B: . | C: 0.3 | D: . | E: . | F: . | G: -2.8 | H: -0.5 | I: 1.5 | J: 8.2

10) O=C(Nc1ccc(S(=O)(=O)Nc2ncccn2)cc1)c1ccccc1NS(=O)(=O)c1ccc(F)cc1
  A: 0.1 | B: -1.1 | C: -0.6 | D: -29.8 | E: 1.0 | F: -4.3 | G: 4.9 | H: 1.2 | I: 4.1 | J: 15.1

11) COc1cccc(NC(=O)Nc2cccnc2)c1
  A: -5.3 | B: i | C: 1.0 | D: 4.7 | E: -8.1 | F: -2.1 | G: -1.1 | H: -1.4 | I: -11.7 | J: -0.6

12) COc1ccc(/C=C(/NC(=O)/C=C/c2ccccc2)C(=O)O)cc1
  A: -4.6 | B: -0.4 | C: -0.3 | D: -12.2 | E: 6.5 | F: 4.4 | G: 7.5 | H: 3.7 | I: -1.7 | J: 18.4

13) Cc1ccc(S(=O)(=O)N2CCN(C(=O)CNC(=O)c3sc4ccccc4c3Cl)CC2)cc1
  A: 3.7 | B: -0.3 | C: 1.0 | D: 3.6 | E: 1.2 | F: 0.5 | G: 1.2 | H: . | I: -6.9 | J: .

14) O=C(Nc1ccccc1C(F)(F)F)C1CC(=O)N(c2ccccc2F)C1 (configuration not stated)
  A: 2.5 | B: -0.5 | C: . | D: -23.8 | E: 1.2 | F: -2.1 | G: 3.1 | H: -1.3 | I: -5.7 | J: -1.5

15) COc1cc(-c2nc3n(n2)C(c2ccncc2)C(C(N)=O)=C(C)N3)cc(OC)c1OC (configuration not stated)
  A: -0.9 | B: -2.9 | C: . | D: -1.7 | E: -0.4 | F: 4.9 | G: 0.5 | H: -0.8 | I: 3.8 | J: 1.5

16) CC1(C(=O)NCc2cccc(Cl)c2)Cc2c(-c3ccc(C(N)=O)cc3)ccnc2O1 (configuration not stated)
  A: 4.4 | B: i | C: 1.8 | D: . | E: -4.8 | F: . | G: . | H: . | I: -5.9 | J: .

17) Cc1nc2ccc(NC(=O)N3CCCCC3)cc2nc1C
  A: -1.8 | B: i | C: . | D: -3.0 | E: -3.5 | F: 0.9 | G: -10.1 | H: -3.4 | I: -86.0 | J: -13.9

18) COC(=O)Nc1ccccc1C(=O)N1CCC(O)(c2ccc(Cl)cc2)CC1
  A: -3.1 | B: -0.4 | C: . | D: -3.8 | E: 7.5 | F: 7.9 | G: -4.2 | H: -1.8 | I: 4.7 | J: -8.0

19) CC1(c2ccccc2)NC(=O)N(CC(=O)Nc2ccc(N3CCOCC3)cc2N2CCOCC2)C1=O (configuration not stated)
  A: -6.8 | B: i | C: -0.2 | D: -7.6 | E: -7.9 | F: -10.7 | G: 0.8 | H: . | I: 9.3 | J: .

20) C=CCn1c(CSc2nc3ccccc3s2)n[nH]c1=S
  A: 3.1 | B: -2.8 | C: . | D: -1.8 | E: -2.3 | F: -0.6 | G: -6.2 | H: 4.2 | I: 4.3 | J: -7.7

21) c1ccc(-c2cn3cccnc3n2)cc1
  A: -6.8 | B: -0.5 | C: 0.6 | D: 2.0&-3.0 | E: 1.4 | F: -6.3 | G: -5.8 | H: -1.7 | I: -294.1 | J: 1.8

22) O=C(CSc1nc2ccccc2c(=O)n1Cc1ccco1)c1ccc(F)cc1
  A: -5.0 | B: i | C: . | D: 6.3 | E: 10.4 | F: -9.9 | G: -5.4 | H: -0.9 | I: -1.6 | J: 31.6

23) Cc1nc2ccc(Nc3nc4cc(S(=O)(=O)N5CCOCC5)ccc4o3)cc2s1
  A: 9.1 | B: i | C: . | D: -15.4 | E: -1.5 | F: -1.6 | G: -21.6 | H: -2.4 | I: 5.4 | J: 15.3

24) CC(C)NC(=O)c1cccc2c1-c1ccccc1C2=O
  A: -3.7 | B: -1.4 | C: 0.5 | D: -1.1 | E: 5.3 | F: 4.3 | G: 1.6 | H: 0.9 | I: -11.7 | J: 6.0

25) NNC(=O)c1csc(Cc2c(Cl)sc3ccc(Cl)cc23)n1
  A: -5.5 | B: i | C: -0.9 | D: -2.2 | E: -2.4 | F: 3.8 | G: -3.4 | H: -2.6 | I: -12.2 | J: 15.5

An excerpt from above in order of number of heavy atoms, rising.
Short forms – A = PrPC surface inh; B = Vc quorum ag; C = TcdB GH inh; D = PriA SSB inh; E = Y pestis TopoI; F = MazF activator; G = Rv3671c inh; H = 3CLpro inhibitor; I = CCHFV vOTU inh; J = VHR inh abs
11) COc1cccc(NC(=O)Nc2cccnc2)c1
  A: -5.3 | B: i | C: 1.0 | D: 4.7 | E: -8.1 | F: -2.1 | G: -1.1 | H: -1.4 | I: -11.7 | J: -0.6

4) CCOC(=O)c1cc(NC(=O)c2ccccc2)c(=O)n2c1oc1ccccc12
  A: 5.2 | B: -0.3 | C: -0.5 | D: -5.6 | E: 4.5 | F: -21.3 | G: 3.4 | H: -3.7 | I: 7.8 | J: 2.7

9) CCOc1ccc2ncc(S(=O)(=O)c3ccccc3)c(N3CCC4(CC3)OCCO4)c2c1
  A: -1.3 | B: . | C: 0.3 | D: . | E: . | F: . | G: -2.8 | H: -0.5 | I: 1.5 | J: 8.2

Further entries
Short forms – A = PrPC surface inh; B = Vc quorum ag; C = TcdB GH inh; D = PriA SSB inh; E = Y pestis TopoI; F = MazF activator; G = Rv3671c inh; H = 3CLpro inhibitor; I = CCHFV vOTU inh; J = VHR inh abs
26) COc1ccc2c(c1)-c1c(ssc1=S)C(C)(C)N2
  A: -26.9 | B: -1.8 | C: . | D: 89.0 | E: -20.0 | F: 2.3 | G: 8.4 | H: 1.3 | I: -1.0 | J: 16.1

27) O=C(/C=C/c1cccc([N+](=O)[O-])c1)c1ccc([N+](=O)[O-])o1
  A: -10.5 | B: i | C: 0.4 | D: -10.9 | E: -6.0 | F: 5.6 | G: 0.2 | H: . | I: -4.9 | J: .

28) COc1cc(/C=N/N(C)c2ccccc2)cc(Cl)c1O
  A: -1.5 | B: -0.3 | C: . | D: . | E: -13.7 | F: -2.7 | G: 12.7 | H: 0.5 | I: 3.8 | J: 21.3

29) O=C(CSc1nc2ccccc2c(=O)n1-c1ccc(OC(F)F)cc1)NC1CC1
  A: 0.3 | B: 0.6 | C: 1.1 | D: 12.5 | E: 8.6 | F: 6.0 | G: -0.8 | H: . | I: -1.2 | J: .

30) COc1ccccc1S(=O)(=O)Cc1ccc(C(=O)NC2CC2)o1
  A: -3.2 | B: -0.4 | C: 2.2 | D: -9.2 | E: -2.5 | F: -1.9 | G: -6.2 | H: -4.1 | I: 5.8 | J: 38.2

31) Cc1cccc(Cn2c(=O)n(Cc3ccco3)c(=O)c3ccccc32)c1
  A: 12.1 | B: -0.7 | C: . | D: -7.2 | E: -4.8 | F: -4.7 | G: -1.4 | H: -2.2 | I: 6.8 | J: -0.9

32) CCOc1ccc(Nc2nc(N)nc(CCl)n2)cc1
  A: 3.4 | B: -1.1 | C: 0.6 | D: -2.2 | E: 2.5 | F: -1.6 | G: 0.6 | H: -0.5 | I: -9.6 | J: 27.7

33) CC(C)Oc1ccc(C(CC(=O)O)NC(=O)Cc2ccc(Cl)cc2)cc1 (configuration not stated)
  A: 6.6 | B: 7.7 | C: 0.6 | D: 5.6 | E: -0.2 | F: -0.7 | G: -3.6 | H: -1.7 | I: -5.7 | J: 8.8

34) CCOc1ccc(CCNC(=O)C(C)N2C(=O)CC(C)(C)Sc3ccccc32)cc1 (configuration not stated)
  A: 2.2 | B: 0.6 | C: -2.8 | D: -13.6 | E: -2.1 | F: 4.6 | G: -8.7 | H: -6.6 | I: 2.8 | J: -1.6

35) CCCCN1CCC(CN2C(=S)NC[C@@H]2CC(C)C)CC1
  A: -8.3 | B: i | C: -3.4 | D: 4.2 | E: -1.4 | F: -4.0 | G: . | H: . | I: -3.2 | J: .

36) O=C(Cc1ccc2c(c1)CCCC2)Nc1ccccc1Cl
  A: 0.5 | B: 159.4* | C: 2.2 | D: -30.2 | E: 0.9 | F: -6.0 | G: -3.4 | H: -1.8 | I: -2.9 | J: 10.4

37) O=C(c1ccc2ncsc2c1)N1CCN(c2nc3ccccc3s2)CC1
  A: 2.5 | B: i | C: 2.9 | D: -15.2 | E: 16.8 | F: 0.5 | G: -0.8 | H: -1.3 | I: -0.1 | J: -1.6

38) COc1ccc(OC(C)C(=O)N2CCN(c3ccccn3)CC2)cc1 (configuration not stated)
  A: 8.6 | B: i | C: . | D: -8.5 | E: -2.8 | F: -2.5 | G: -3.1 | H: -1.2 | I: 4.0 | J: -3.9

Structures from the list above containing a COOH group, in the order listed:
Short forms – A = PrPC surface inh; B = Vc quorum ag; C = TcdB GH inh; D = PriA SSB inh; E = Y pestis TopoI; F = MazF activator; G = Rv3671c inh; H = 3CLpro inhibitor; I = CCHFV vOTU inh; J = VHR inh abs
12) COc1ccc(/C=C(/NC(=O)/C=C/c2ccccc2)C(=O)O)cc1
  A: -4.6 | B: -0.4 | C: -0.3 | D: -12.2 | E: 6.5 | F: 4.4 | G: 7.5 | H: 3.7 | I: -1.7 | J: 18.4

33) CC(C)Oc1ccc(C(CC(=O)O)NC(=O)Cc2ccc(Cl)cc2)cc1 (configuration not stated)
  A: 6.6 | B: 7.7 | C: 0.6 | D: 5.6 | E: -0.2 | F: -0.7 | G: -3.6 | H: -1.7 | I: -5.7 | J: 8.8

Six compounds from above with just TcdB GH inh and Rv3671c inh.
no.	compound	TcdB GH inh	Rv3671c inh
5	N=C1CCC(=N)c2c1c(O)c1ccccc1c2O	.	-17.2
6	CC(C)Cc1nc2oc3c(=O)[nH]cnc3c2c2c1CCCC2	.	3.0
7	COc1cc2ccccc2cc1C(=O)Nc1nc(C)c(C(C)=O)s1	.	8.0
8	N#Cc1ccsc1NC(=O)CSc1nnc(-c2ccccc2)o1	.	-8.0
9	CCOc1ccc2ncc(S(=O)(=O)c3ccccc3)c(N3CCC4(CC3)OCCO4)c2c1	0.3	-2.8
10	O=C(Nc1ccc(S(=O)(=O)Nc2ncccn2)cc1)c1ccccc1NS(=O)(=O)c1ccc(F)cc1	-0.6	4.9

Bioassay records from PubChem.
